SKN-1 block: blocks SKN-1 activity in C. elegans. C. elegans VP596 Pgst-4::GFP/RFP ratio, acrylamide-induced, 24 h. inhibition, % at 21.8 µM. actives 0.49% (n = 360,000). AID 624304;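 active = interference check ratio from 0.5 to 1.5 plus GFP to RFP signal ratio inhibition reaching or exceeding a fixed threshold, cut at about 30% in these data, passing the limit was not always enough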; also: some compounds called inactive have numbers as strong as hits
Neddylation inh: cullin neddylation inhibition | P61081+Q13564 | TR-FRET cullin neddylation, biochemical | calls only at 25 µM | actives 0.58% (n = 360,000); in the data active = inhibition above about 36%
TbMetRS inhib: Trypanosoma brucei MetRS inhibition | purified T. brucei MetRS, ATP depletion, Kinase-Glo luminescence | inhibition, % at 11.9 µM | actives 0.4% (n = 360,000);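 active = inhibition above a per-plate cutoff of the control wells' mean inhibition plus 3 SD, cut at about 5.5% in these data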;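 also: 0% = DMSO wells median and 100% = median of wells with control inhibitor compound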
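Measured by: Kinase-Glo luciferase luminescence reporting remaining unconsumed ATP. Material: purified T. brucei MetRS enzyme. Doses: 11.9 µM compound single dose, 0.9% DMSO. Medium: HEPES buffer containing pyrophosphatase, BSA, spermine, DTT. Times: 15 min preincubation, 2 h reaction, all 25 °C. Reagent: methionine, ATP and bulk E. coli tRNA.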
NRP1-CendR mod: modulators of CendR peptide binding to human neuropilin-1; O14786; FAM-RPARPAR peptide binding to NRP-1, fluorescence polarization; inhibition, % at 25 µM; actives 0.85% (n = 360,000);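 active = inhibition or corrected inhibition above about 18%, plus a signal ratio from 0.5 to 1.5, limit read from the data, passing the limit was not always enough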; also: strong numbers were not always called active
DNMT1 inh: inhibitors of human DNMT1; DNMT1 molecular beacon, Hinp1I cleavage, fluorescence; AID 588458; inhibition (reported as % activation of signal), % at 10 µM; actives 0.83% (n = 360,000); in the data active = inhibition above about 50%
Target sequence (P26358 504-1616 limits assumed): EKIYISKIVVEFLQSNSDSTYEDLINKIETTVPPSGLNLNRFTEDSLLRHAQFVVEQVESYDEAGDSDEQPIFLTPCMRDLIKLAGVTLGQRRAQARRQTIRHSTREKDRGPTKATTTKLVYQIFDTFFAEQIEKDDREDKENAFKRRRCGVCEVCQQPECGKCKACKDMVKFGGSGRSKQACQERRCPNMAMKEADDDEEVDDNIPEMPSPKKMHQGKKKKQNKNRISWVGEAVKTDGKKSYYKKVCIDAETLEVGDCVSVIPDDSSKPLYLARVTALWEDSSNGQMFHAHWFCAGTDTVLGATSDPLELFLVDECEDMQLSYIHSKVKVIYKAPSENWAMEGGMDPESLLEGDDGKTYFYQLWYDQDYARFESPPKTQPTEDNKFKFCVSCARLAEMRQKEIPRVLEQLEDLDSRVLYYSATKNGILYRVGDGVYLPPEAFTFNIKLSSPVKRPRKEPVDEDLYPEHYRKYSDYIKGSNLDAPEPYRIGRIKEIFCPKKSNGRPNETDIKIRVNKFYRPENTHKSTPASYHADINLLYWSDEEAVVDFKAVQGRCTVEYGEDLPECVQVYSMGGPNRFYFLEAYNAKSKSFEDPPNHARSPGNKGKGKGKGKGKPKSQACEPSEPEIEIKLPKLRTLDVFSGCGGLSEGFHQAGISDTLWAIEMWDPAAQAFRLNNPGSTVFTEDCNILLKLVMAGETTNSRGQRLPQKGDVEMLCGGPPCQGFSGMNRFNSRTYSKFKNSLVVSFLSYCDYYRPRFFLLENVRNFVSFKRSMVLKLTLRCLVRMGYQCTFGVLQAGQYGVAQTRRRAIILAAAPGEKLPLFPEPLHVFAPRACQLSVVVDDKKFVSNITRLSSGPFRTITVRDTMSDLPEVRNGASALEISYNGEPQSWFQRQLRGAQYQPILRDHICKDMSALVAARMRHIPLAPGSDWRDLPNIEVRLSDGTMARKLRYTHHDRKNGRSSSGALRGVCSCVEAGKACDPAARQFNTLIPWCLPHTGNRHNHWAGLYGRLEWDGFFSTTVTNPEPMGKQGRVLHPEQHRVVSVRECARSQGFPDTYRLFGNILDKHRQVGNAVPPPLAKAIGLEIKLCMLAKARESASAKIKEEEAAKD
Scp1 inh: Scp-1 (human) phosphatase inhibition. AID 493091. inhibition, % at 20 µM. Recombinant Scp1, phosphopeptide, malachite green phosphate absorbance. actives 0.88% (n = 340,000). Q9GZU7;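 active = inhibition above about 50% at 20 µM, limit read from the data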;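 also: plate controls were DMSO wells with enzyme for no effect and wells lacking enzyme for full effect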
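Times: enzyme reaction 45 min at room temperature, colour 5 min, stabilisation 30 min. Material: SCP-1 catalytic fragment, aa 76-261. Medium: Acidic Tris acetate buffer with magnesium and detergent. Signal: colorimetric free-phosphate detection, absorbance 630 nm. Read-out basis: % inhibition of SCP-1 phosphate liberation. Reagent: Phosphorylated 17-residue peptide substrate.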
SUMO1-SIM PPI: alters human SUMO1 binding to SIM partners; P63165; SUMO1 binding to a labelled peptide, TR-FRET, 1 h; inhibition, % at 20 µM; actives 0.33% (n = 360,000); AID 602429; in the data active = inhibition above about 37%
LMPTP inh: blocks human LMPTP phosphatase; P24666; recombinant LMPTP-A, OMFP fluorogenic substrate, fluorescence intensity; inhibition, % at 20 µM; actives 0.22% (n = 360,000); AID 651560;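 active = compounds that cut the enzyme signal by at least half of the control window in the single-dose screen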;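 also: plate controls were DMSO wells with enzyme plus substrate for no effect and substrate without enzyme for full effect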
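test system = LMPTP-A | amount = 0.625 nM LMPTP-A final | reagent = fluorogenic phosphatase substrate OMFP at 400 µM final | incubation = 50 min at room temperature | benchmarks = no-enzyme low control, uninhibited high control | medium = Bis-Tris pH 6.0, DTT, detergent | signal = fluorescence intensity of OMFP turnover product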
NadD inh: inhibitors of Staphylococcus aureus NadD | purified NadD enzyme, colorimetric absorbance read-out | inhibition, % at 20 µM | actives 0.78% (n = 360,000) | AID 602399; in the data active = inhibition above about 26%; also: some compounds past the cut are filed as inactive
STEP inh: inhibitors of human striatal-enriched phosphatase STEP. P54829. recombinant STEP, OMFP fluorogenic substrate, fluorescence. inhibition, % at 20 µM. actives 0.25% (n = 360,000). AID 588621;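 active = inhibition at 20 µM, scaled per plate between control wells, above about 37%, limit read from the data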;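 also: 0% = DMSO with enzyme and substrate and 100% = substrate only without enzyme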
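Assay system: isolated STEP enzyme. Buffer or medium: pH 6.0 Bis-Tris with DTT and Tween 20. Also added: fluorogenic phosphatase substrate OMFP at 25 µM final. Dosing: 20 µM, 1% DMSO. Timing: 20 min reaction, room temperature, in the dark. Measured by: fluorescence intensity, excitation 480 nm, emission 540 nm. Evaluation: normalized % inhibition.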
* hit, by the source's call; i = inactive; . = no result given; + = active, no number.

SMILES	SKN-1 block	Neddylation inh	TbMetRS inhib	NRP1-CendR mod	DNMT1 inh	Scp1 inh	SUMO1-SIM PPI	LMPTP inh	NadD inh	STEP inh
CCOc1ccc(Br)cc1S(=O)(=O)Nc1ccc(C(=O)Nc2ccc(C)cc2)cc1	23	i	-0.2	10	1	-13	1	2.8	17	0
Cc1ccc(OC2CCN(C(=O)[C@H]3O[C@@H](n4ccc(N)nc4=O)[C@H](O)[C@@H]3O)CC2)cc1	-4	i	-0.3	11	-3	.	3	-2.0	-11	0
Cc1occc1-c1nnc(SCC(=O)NCc2cccs2)n1CC1CCCO1 (centres undefined)	-10	i	-0.1	5	-1	3	-2	0.0	1	-2
CCc1nnc(NC(=O)Cc2cccs2)s1	-3	i	-0.6	-15	37	39	4	8.0	-1	4
O=C(CSc1nnc(-c2ccncc2)n1Cc1ccco1)Nc1ccccc1F	11	i	2.9	3	3	-11	4	-1.6	-7	-1
Cc1ccn2c(=O)nc(SCc3cccc(C(F)(F)F)c3)nc2c1	5	i	-0.1	-4	19	-10	3	-0.2	1	2
O=C(COC(=O)c1ccc([N+](=O)[O-])cc1)Nc1ccccc1C(=O)NC1CC1	0	i	0.2	22	19	-10	-18	-1.5	2	-1
NS(=O)(=O)c1ccc(CCNC(=O)c2ccccc2[N+](=O)[O-])cc1	-4	i	0.1	13	2	-6	-8	0.0	1	-4
O=C(NCc1cccnc1)c1c(O)c2cccc3c2n(c1=O)CCC3	-8	i	-1.1	5	1	2	5	3.5	4	5
O=C(C[C@@H]1CC[C@H](NC(=O)Nc2ccc(F)cc2)[C@@H](CO)O1)NCc1cccc(F)c1	16	i	0.2	11	.	.	3	-0.8	.	.
Cc1ccc2c(c1)N(CC(=O)N1CCOCC1)C(=O)C(C)O2 (centres undefined)	7	i	-1.0	9	-2	-1	2	-1.4	-1	-2
OC1(CN2CCOCC2)C2CN3CCN(C2)CC1(c1ccccc1)C3 (centres undefined)	-8	i	-1.4	-3	2	4	-1	-1.7	-2	-2
CCOc1cccc(NC(=O)C2CCCN(S(=O)(=O)c3ccc(-n4cnnn4)cc3)C2)c1 (centres undefined)	-1	i	-0.6	8	14	-7	-2	-2.1	-6	0
CCCn1nc(C(=O)Nc2ccc(-n3cnnn3)cc2)c2ccccc2c1=O	16	i	-0.6	-11	-6	-7	2	0.3	-8	1
C[C@H](NC(=O)OC(C)(C)C)C(=O)NCC1CCC(C(=O)O)CC1 (some centres undefined)	14	i	-0.1	2	2	-2	0	-1.4	6	1
COc1ccccc1C(CNC(=O)c1cccc(NS(=O)(=O)c2ccc(C)c(F)c2)c1)N(C)C (centres undefined)	6	i	-0.4	-3	-10	-6	-96	-8.4	-6	-4
CCOc1ccc(NC(=O)CCn2c(=S)oc3ccccc32)cc1	7	i	-0.8	4	29	10	19	35	-7	27
Cc1ccccc1N(CC(=O)NCc1ccco1)C(=O)CNS(=O)(=O)c1ccc(F)cc1	6	i	0.0	-1	1	-3	2	-0.7	-1	1
COc1cc(C=O)ccc1OCCCCOc1ccccc1[N+](=O)[O-]	0	i	0.5	7	0	-15	-6	1.0	-5	5
CC(NC(=O)c1ccccc1Cl)C(=O)Nc1ccc2c(c1)OCO2 (centres undefined)	17	i	-0.1	-2	-2	-5	4	1.5	3	0

5 entries out of the list above, arranged by the number in TbMetRS inhib, highest first.
Structure | TbMetRS inhib
COc1cc(C=O)ccc1OCCCCOc1ccccc1[N+](=O)[O-] | 0.5
O=C(COC(=O)c1ccc([N+](=O)[O-])cc1)Nc1ccccc1C(=O)NC1CC1 | 0.2
Cc1ccn2c(=O)nc(SCc3cccc(C(F)(F)F)c3)nc2c1 | -0.1
COc1ccccc1C(CNC(=O)c1cccc(NS(=O)(=O)c2ccc(C)c(F)c2)c1)N(C)C (centres undefined) | -0.4
CCOc1cccc(NC(=O)C2CCCN(S(=O)(=O)c3ccc(-n4cnnn4)cc3)C2)c1 (centres undefined) | -0.6

Following part
SMILES	SKN-1 block	Neddylation inh	TbMetRS inhib	NRP1-CendR mod	DNMT1 inh	Scp1 inh	SUMO1-SIM PPI	LMPTP inh	NadD inh	STEP inh
O=C(COC(=O)CCc1c[nH]c2ccccc12)NCc1ccc2c(c1)OCO2	-12	i	0.9	2	-4	-9	-1	1.8	-6	3
Cc1c(Cl)ccc2c1NC(=O)[C@]21N[C@@H](Cc2ccccc2)[C@H]2C(=O)N(c3ccc(F)cc3)C(=O)[C@H]21	5	i	-0.5	-1	-11	-8	-2	0.5	7	-3
COc1cccc(C(=O)N2CCN(S(=O)(=O)Cc3ccccc3)CC2)c1	4	i	0.5	-9	3	-5	-1	-0.6	-6	1
S=C1Cc2ccccc2C(c2ccc(Cl)cc2)N1 (centres undefined)	1	i	1.9	-16	-5	-13	-1	1.1	-5	0
CC1(C)C(=O)NCCN1C(=O)CC1C(=O)NCCN1Cc1cccc(C(F)(F)F)c1 (centres undefined)	-9	i	-0.5	-1	-2	3	0	-4.6	-6	-3
CN(C)c1nc(Oc2ccc(=O)[nH]n2)nc(N2CCOCC2)n1	-18	i	-0.7	6	-1	-3	0	-3.5	-3	-1
CCC(C)NC(=O)c1c(N)n(/N=C/c2ccccn2)c2nc3ccccc3nc12 (centres undefined)	-10	+	-0.6	-8	-12	2	7	3.7	0	0
CCOC(=O)c1[nH]c2cc3c(cc2c1NC(=O)CN1CCCC1)OCO3	-16	.	-0.1	-9	-1	-11	-7	-0.6	-5	-1
O=C(Cn1cnc2c(cnn2-c2ccccc2)c1=O)NCc1ccccc1	-7	i	-0.3	9	1	-5	-1	0.1	-9	-3
CCOC(=O)/C=c1\s/c(=C(\C#N)C(N)=O)n(-c2ccccc2)c1=O	1	i	-0.1	4	-8	0	-28	-0.9	-6	-2
COc1ccc(Cn2nnnc2C(c2ccc(F)cc2)N2CCN(C3CCCC3)CC2)cc1 (centres undefined)	11	i	0.1	-2	2	-1	0	-1.4	-6	-4
C=CCN1N=C(/C=C/c2ccc(C)cc2)CCC1=O	5	i	-1.6	-10	10	9	-17	0.2	-4	-1
COc1ccc(CCC(=O)NNC(=O)Nc2ccccc2Cl)cc1	-22	i	-0.1	6	2	-8	0	-0.3	-10	-1
Cc1cccc(OCCCC(=O)NNC(=O)c2cccc(N(C)C)c2)c1	-1	i	0.0	8	-3	0	3	-0.3	-1	-1
COc1ccc(CN2CCN(C(=O)c3cccc4ccccc34)CC2)cc1Br	4	i	-0.1	-5	-4	-3	2	1.6	-3	2
O=C(C1=NN[C@@H]2C(=O)N(c3cccc(F)c3)C(=O)[C@H]12)c1ccc2ccccc2n1	3	i	-0.2	-10	19	-5	-13	0.8	-1	-3
O=C(CCSc1nc(-c2ccco2)cc(C(F)(F)F)n1)NCCN1CCOCC1	5	i	-0.7	8	0	-8	-2	-1.2	5	-3
COC(=O)c1ccc(N=Nc2c(C)[nH]n(-c3ccccc3)c2=O)cc1	-10	i	-1.4	-5	7	5	-4	1.4	-4	0
CC1CCN(S(=O)(=O)c2ccc(NC(=O)c3ccccc3F)cc2)CC1	3	i	-1.0	7	1	-8	28	1.2	-5	0
N#C/C(=C/c1ccc(N2CCCCC2)cc1)c1cccc(F)c1	20	i	0.3	-45	0	-7	-6	3.3	8	1
N#CC1=C(N)NC(SCc2ccccc2)=C(C#N)C12CCCC2	6	i	0.4	1	-4	-3	2	2.0	10	-3
S=c1[nH]nc(COc2ccccc2)n1/N=C/c1ccncc1	-6	i	-1.6	6	1	11	1	0.5	2	-2
CCC(Oc1ccccc1)C(=O)Nc1ccc(S(=O)(=O)Nc2ncccn2)cc1 (centres undefined)	-10	i	-0.3	-3	3	-5	0	-1.8	-4	-3
COc1cccc(N2CCN(C(=O)CCSCc3ccccc3F)CC2)c1	-1	i	-0.5	-3	-2	-7	2	1.1	-4	-7
COc1cccc(-c2nc(CS(=O)CC(=O)NCc3ccc4c(c3)OCO4)c(C)o2)c1 (centres undefined)	2	i	-0.6	-3	2	-14	-1	3.1	-7	0
COc1ccc(CCNC(=O)CSCC(=O)Nc2cc(S(C)(=O)=O)ccc2Cl)cc1	-5	i	0.6	9	7	-5	4	0.0	-1	1
COc1ccc(C/C(N)=N/OC(=O)COc2ccccc2C)cc1	4	i	-1.6	6	4	0	-2	0.6	-1	2
COc1ccccc1OCCNS(=O)(=O)c1ccc2oc3ccccc3c2c1	1	i	-0.1	5	-9	-15	2	3.8	-5	-3
CCCCCCn1c(=O)n2n(c1=O)C[C@]1(OC(=O)NCc3ccc(OC)c(OC)c3)CN(S(=O)(=O)c3ccc(C)cc3)C[C@]1(O)C2	3	i	0.2	-9	-1	.	-3	0.2	-1	-1
O=C(CN1CCN(c2ccccc2)CC1)NC(=O)NCc1ccccc1	16	i	-0.2	6	2	-4	-5	-0.9	1	-2
CCOc1ccc(NC(=O)c2ccco2)cc1S(=O)(=O)N1CCCC1	17	i	0.3	-3	5	-4	-1	-0.2	2	0
CC1(C)NC(=O)N(CC(O)CNC23CC4CC(CC(C4)C2)C3)C1=O (centres undefined)	-22	i	0.0	17	5	-4	-4	-1.0	-4	-4
COc1ccc(CCNC(=S)N2CCN(S(=O)(=O)c3ccccc3F)CC2)cc1	12	i	0.4	1	0	-12	14	0.7	1	2
CCOc1ccc(N(C)S(=O)(=O)c2ccc(C)c(C(=O)N3CCN(Cc4ccc5c(c4)OCO5)CC3)c2)cc1	-3	i	-0.1	18	-2	-10	3	2.5	-1	1
C=CCOc1ccc(/C(O)=C2\C(=O)C(=O)N(CCOC)C2c2cccnc2)cc1 (centres undefined)	-2	i	-1.4	2	1	-5	-11	-0.1	3	2
Cc1ccc(C(=O)NCCCNC(=O)c2ccc(Cl)cc2)cn1	-2	i	-0.7	11	3	6	-1	-0.6	1	-2
Cc1ccccc1NC(=S)NN1CCN(C)CC1	14	i	-0.8	19	2	3	-3	-4.1	4	-3
CCC1(C)Cc2ccccc2-c2nc(NCCO)n(-c3ccc(C)cc3)c(=O)c21 (centres undefined)	38*	.	0.1	-3	-1	5	0	1.9	5	-1
COc1ccc(C(=O)C2CCCN(S(=O)(=O)c3ccc(C(C)=O)cc3)C2)c(C)c1 (centres undefined)	16	i	-0.1	9	-4	-13	6	1.8	-3	3
CCOC(=O)Cc1csc(NC(=O)c2ccc(Br)cc2)n1	-4	i	-1.1	0	1	-4	10	-1.0	0	1

Full records as entered above. Order of values: SKN-1 block, Neddylation inh, TbMetRS inhib, NRP1-CendR mod, DNMT1 inh, Scp1 inh, SUMO1-SIM PPI, LMPTP inh, NadD inh, STEP inh
Entry for `C[C@H](NC(=O)OC(C)(C)C)C(=O)NCC1CCC(C(=O)O)CC1` (some centres undefined) → 14, i, -0.1, 2, 2, -2, 0, -1.4, 6, 1
Entry for `COc1cccc(N2CCN(C(=O)CCSCc3ccccc3F)CC2)c1` → -1, i, -0.5, -3, -2, -7, 2, 1.1, -4, -7

Screens: PubChem BioAssay, several laboratories
